# Assay outcomes as filed in PubChem.
# PV pol inh = poliovirus RdRp elongation inhibitors, primary screen, biochemical, fluorescence polarization, total intensity. actives 0.66% (n = 150,000). AID 588519, 2011. Genome polyprotein (Poliovirus type 1 (strain Mahoney)), P03300. % elongation, % (compound at 16.7 µg/mL). poliovirus polymerase elongation; hits give low values; in the data active = % elongation below about 90%; note: some results filed as inactive read as strong as hits
# Target sequence (P03300 1749-2209 limits assumed): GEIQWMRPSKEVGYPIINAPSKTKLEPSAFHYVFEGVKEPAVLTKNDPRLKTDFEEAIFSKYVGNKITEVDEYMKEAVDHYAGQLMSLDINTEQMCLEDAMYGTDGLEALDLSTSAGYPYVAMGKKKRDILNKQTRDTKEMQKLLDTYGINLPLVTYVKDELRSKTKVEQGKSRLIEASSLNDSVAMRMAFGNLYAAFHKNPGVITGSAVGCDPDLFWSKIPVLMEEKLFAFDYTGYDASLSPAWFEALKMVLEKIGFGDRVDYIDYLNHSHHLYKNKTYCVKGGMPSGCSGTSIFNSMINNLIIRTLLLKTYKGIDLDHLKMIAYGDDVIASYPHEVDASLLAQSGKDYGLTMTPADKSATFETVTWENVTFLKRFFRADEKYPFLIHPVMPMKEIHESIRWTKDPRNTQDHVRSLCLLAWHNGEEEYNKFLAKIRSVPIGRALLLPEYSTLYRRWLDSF
# PV pol inh FP z-score = also measured in PV pol inh; calls as there; z-score; measured here: FP z-score; hits read low
# * marks the source's active call; other numbers are inactive results; & = joins results of further samples.
# Values run as follows: PV pol inh FP z-score, PV pol inh
Cc1nn(CC(=O)Oc2ccc(Cl)cc2)c(C)c1Cl
  -0.6, 100
COc1ccc2c(c1)C1=NN(C(C)=O)C(c3ccc(N(C)C)cc3)C1CC2 (configuration not stated)
  -0.2, 100
O=C(Nc1ccccc1F)C1CCN(S(=O)(=O)c2ccc3c(c2)CCCN3C(=O)C2CCC2)CC1
  0.6, 109
Cc1ccc(C(=O)CN(Cc2ccccc2)c2ccccc2)cc1
  0.1, 105
O=C(c1ccc(N2CCCS2(=O)=O)cc1)N1CCN(Cc2ccc3c(c2)OCO3)CC1
  1.4, 103
Cc1cc(C)c2c(-n3cccc3)c(C(=O)OC3CC(C)OC3=O)sc2n1 (configuration not stated)
  0.3, 104
CCOc1ccccc1NC(=O)N(Cc1ccc(F)cc1)C1CCN(CC)CC1
  0.2, 111
O=C1CC(C(=O)NCc2ccccc2)N=C(N2CCCCC2)N1 (configuration not stated)
  0.4, 103
Cc1cc(O)ccc1Cl
  -1.4, 96
Cc1ccc(N2C(=O)CC2(C(=O)NC2CCCCC2)c2cccs2)cc1 (configuration not stated)
  0.2, 102
O=C(NCCCN1CCOCC1)c1nc(-c2ccc(F)cc2)no1
  0.4, 103
COc1ccccc1CNS(=O)(=O)c1ccc2c(c1)NC(=O)C(C)C(=O)N2 (configuration not stated)
  -0.3, 105
Cc1cccc(C)c1NC(=O)N(Cc1ccccc1)C(=O)CC#N
  0.2, 105
Cc1c(C)n(Cc2ccccc2)c2ncnc(N)c12
  0.7, 107
O=C(CN1CCN(C(=O)CN2C(=O)C3CC=CCC3C2=O)CC1)Nc1ccc(Cl)c(C(F)(F)F)c1 (configuration not stated)
  -0.4, 99
CCOc1ccc(-c2nnc(SCC(=O)Nc3ccccc3C(F)(F)F)o2)cc1
  -0.1, 107
Cc1nnc(N2C(=O)c3oc4ccccc4c(=O)c3C2c2ccc(Cl)cc2)s1 (configuration not stated)
  -0.1, 104
Cc1ccc(OCCn2c(-c3ccc(Br)cc3)nc3ccccc3c2=O)cc1C
  0.7, 107
Cc1cccc(NS(=O)(=O)c2ccc3c(c2)CCCN3C(=O)C2CCC2)c1C
  0.6, 110
COc1ccccc1C1/C(=C(\O)c2cc(C)ccc2C)C(=O)C(=O)N1CCCN(C)C (configuration not stated)
  -0.1, 101
O=C1CCN(C(=O)c2ccc(C(=O)c3ccccc3)cc2)CC1
  0.4, 105
O=C(/C=C/c1ccc2ccccc2n1)OCC(=O)c1ccc2c(c1)OCO2
  1.6, 115
NC(=O)c1cc(Cl)c(Cl)cc1C(N)=O
  0.2, 105
CC(=O)Nc1ccc(S(=O)(=O)NCC2CCN(CC3CCCCC3)CC2)cc1
  0.9, 104
Cc1ccccc1/[N+]([O-])=C/c1cccs1
  0.2, 108
Nc1cc(-c2nc3ccccc3o2)ccc1Cl
  -0.4, 101
COc1ccc(C(c2c(O)cc(C)n(Cc3ccco3)c2=O)N2CCCCC2)cc1OC (configuration not stated)
  -0.4, 107
CC(O)c1nc2ccccc2n1Cc1ccccc1 (configuration not stated)
  0.5, 103
CC(C(=O)O)N1C(=O)CCC1=O (configuration not stated)
  0.2, 107
O=C(CCSc1nnc2sc3ccccc3n12)Nc1cccnc1
  0.1, 102
O=C(NCCN1CCOCC1)c1ccco1
  -0.1, 102
Cc1cccc(C(=O)Nc2cc(C(F)(F)F)ccc2-n2cncn2)c1
  -0.2, 99
Cc1ccc2cc3cc(C(=O)N4CCN(c5ccccc5)CC4)sc3nc2c1
  0.5, 114
O=C(NCC1CCN(Cc2cccc(Cl)c2)CC1)Nc1cc(Cl)ccc1Cl
  -0.3, 107
COc1ccccc1NC(=O)CSCc1cc(=O)c2cccc(Cl)c2[nH]1
  0.4, 108
CCOc1ccc(-n2nc(CO)c(C(=O)NCCCc3ccccc3)n2)cc1
  -0.7, 103
Cc1ccc(CCNC(=O)c2ccc3c(c2)N(Cc2cccc(F)c2)C(=O)c2ccccc2S3)cc1
  0.9, 111
O=C(O)Cn1cc(/C=C2\C(=O)NN(c3ccccc3)C2=O)c2ccccc21
  -0.2, 102
Cc1ccc(NC(=O)/C=C/c2ccccc2Cl)cc1Cl
  0.3, 105
COC(=O)c1cc(COC(=O)c2ccc3c(c2)S(=O)(=O)c2ccccc2C3=O)oc1C
  0.6, 105
CCC1CN(C(=O)Nc2ccccc2C(F)(F)F)c2ccccc2S1 (configuration not stated)
  2.2, 117
O=c1cc(CSc2ccc(Cl)cc2)[nH]c2[nH]n(-c3ccccc3)c(=O)c12
  0.1, 102
COC(=O)c1c(SC)nc2ccccc2c1OCc1ccc(Br)cc1
  0.2, 107
N#Cc1ccc(C(=O)Nc2ccc(Cl)c(-c3nc4cc(Cl)ccc4o3)c2)c(F)c1
  0.2, 105
COC(=O)c1c(C(F)(F)F)nc(C(F)F)c(C(=O)O)c1CC(C)C
  0.7, 102

# One compound at a time (already shown). Values in the order: PV pol inh FP z-score, PV pol inh
# `Cc1cccc(C(=O)Nc2cc(C(F)(F)F)ccc2-n2cncn2)c1` across the screens: -0.2, 99
# `COc1ccccc1NC(=O)CSCc1cc(=O)c2cccc(Cl)c2[nH]1` across the screens: 0.4, 108
# `CCOc1ccc(-n2nc(CO)c(C(=O)NCCCc3ccccc3)n2)cc1` across the screens: -0.7, 103
# `O=C(NCC1CCN(Cc2cccc(Cl)c2)CC1)Nc1cc(Cl)ccc1Cl` across the screens: -0.3, 107
# `Cc1ccc(NC(=O)/C=C/c2ccccc2Cl)cc1Cl` across the screens: 0.3, 105

# Additional entries:
# Values run as follows: PV pol inh FP z-score, PV pol inh
COc1cc(Cl)c(NC(=O)c2cc(S(=O)(=O)N3CCOCC3)cn2C)c(OC)c1
  -1.7, 98
C=C(C)CN=c1scc(-c2cccs2)n1/N=C/c1ccc(O)c(O)c1
  0.5, 107
O=C(Cc1nc2ccccc2[nH]1)C(F)(F)F
  0, 100
CN1C2=C(C(=O)CCC2)C(c2cccc3ccccc23)C2=C1CCCC2=O
  -0.5, 101
COCCNC(=O)c1ccccc1NC(=O)Nc1ccccc1
  0.1, 100
CNC(=O)COC(=O)c1oc2ccccc2c1C
  -0.1, 103
CCCOC(=O)CSc1ncnc2sc3c(c12)CCC(C)C3 (configuration not stated)
  0.4, 106
C/C(=C\C(=O)O)C12CC3CC(CC(C3)C1)C2
  0.2, 103
O=c1cc(CN2CCN(Cc3ccccc3)CC2)nc2sccn12
  0.8, 104
O=C1c2ccccc2C(=O)N1CN(C(=O)C(F)(F)F)c1ccc(Cl)cc1
  0.3, 103
Cc1ccc(-n2nc(C)cc2NC(=O)c2ccc(Cl)cc2)cc1
  0.5, 103
Cc1nc2ccn(Cc3ccco3)c(=O)c2cc1C(=O)Nc1ccc(F)cc1
  -0.4, 104
NC(=O)N/N=C/c1ccc(OC(F)F)cc1
  0.3, 104
CCc1cc(=O)oc2c(C)c3c(cc12)CN(CCc1ccccc1OC)CO3
  -0.5, 104
Cc1cccc(/N=c2\scc(-c3ccco3)n2-c2ccccc2)n1
  0.5, 104
Cc1nc(C2C(=O)c3ccc(O)c(O)c3OC2C(F)(F)F)cs1 (configuration not stated)
  0.2, 105
N#CCSc1nnc(-c2ncc(C(F)(F)F)cc2Cl)n1-c1ccc(Cl)cc1
  -1.9, 96
COc1ccccc1C(=O)NC1(C(F)(F)F)C(=O)NC(C)=C1C#N (configuration not stated)
  -0.2, 101
Cc1ccc(C(=O)O)cc1-c1ccc(/C=C2/NC(=O)N(c3ccccc3)C2=O)o1
  1.1, 106
COc1ccc(C)cc1NC(=O)CN1C(=O)COc2ccc(S(=O)(=O)N3CCCCCC3)cc21
  0.3, 118
CCCOc1ccc(CNC(=O)C2CCN(C(=O)c3sccc3-n3cccc3)CC2)cc1
  0.3, 111
N#C/C(=C\c1ccccc1)C(=O)Nc1sc2c(c1C(N)=O)CCC2
  0.2, 106
CNc1nc(SCc2c(C)noc2C)nc2ccccc12
  -0.5, 100
Oc1c(CN2CCOCC2)ccc2ccccc12
  0.3, 106
Cc1ccc(C(=O)CSc2nc3cc(C(=O)NC4CCCC4)ccc3c(=O)n2CC2CCCO2)c(C)c1 (configuration not stated)
  1.2, 113
Oc1ccc(Cl)cc1C=Nc1ccc2oc(Cc3ccc(Cl)cc3)nc2c1
  0.3, 103
Cc1ccc2cnn(CC(=O)N3CC(C)CC(C)C3)c2c1 (configuration not stated)
  -1.3, 101
Cc1ccc(CNC(=O)c2cc(Sc3ccc(F)cc3F)nc3ccccc23)cc1
  0.4, 112
O=C(CSc1nnc(-c2ccncc2)n1-c1ccccc1)Nc1ccc(Cl)c(Cl)c1
  0.3, 106
COc1cccc(-n2c(=O)c3sc4ccccc4c3n(CC(=O)NC3CCCCC3)c2=O)c1
  1.9, 110
O=S(=O)(c1ccc(NC(=S)NCc2ccco2)cc1)N1CCCc2ccccc21
  -0.4, 100
CCc1ccccc1NC(=O)c1ccc(F)c(S(=O)(=O)N2CCN(c3ccccc3OC)CC2)c1
  -1.2, 102
N#CCc1c(C#N)c(N)nc(N2CCCCC2)c1C#N
  1, 110
CCN(C(=O)c1cc2c(s1)-c1c(C)cccc1OC2)c1ccccc1F
  0.7, 107
COCCCn1c(=O)c2ccccc2c2ccccc2c1=O
  -0.1, 100
Cc1ccccc1SCC(=O)NCCN1CCOCC1
  0.1, 103
O=S(=O)(N(c1ccc(Br)cc1)C(F)F)C(F)(F)F
  0.3, 106
COc1cccc(NS(=O)(=O)c2ccc(-n3cccn3)cc2)c1
  -0.3, 102
COc1ccc(-c2cc(CC(C)C)nc(N)c2C#N)cc1
  -0.1, 100
CC(C)CCNC(=S)Nc1ccccn1
  0.6, 102
COc1ccc(-n2c(SCC(=O)N3CCC(C)CC3)nc3c([nH]c4ccccc43)c2=O)cc1
  0.3, 108
O=c1cc(-c2ccccc2)n2c(SCc3c(F)cccc3Cl)nnc2[nH]1
  -0.3, 106
COc1ccc(CCNC(=O)CCS(=O)(=O)c2cc(Br)cc3c2N(C(C)=O)CC3)cc1OC
  0.3, 106
Cc1cccc(-c2nnc(SCN3C(=O)c4ccccc4C3=O)n2C)c1
  -0.4, 100
Nc1nc2c(ncn2COCCO)c(=O)[nH]1
  0.7&0.1, 102&100
CC(=O)N1CCN(S(=O)(=O)c2cccc(C(=O)OCc3cc(=O)n4cc(Br)ccc4n3)c2)CC1
  0.4, 106
Cc1cc(SCC(=O)N2CCCC2)n2c(nc3ccccc32)c1C#N
  -0.7, 99
Cc1cccc(N2CCN(c3cc(C)nc4c(-c5ccc(Cl)cc5)c(C)nn34)CC2C)c1 (configuration not stated)
  -0.3, 104
COc1ccc(C2C=C(c3ccccc3)Nc3nc(NS(=O)(=O)c4ccccc4)nn32)cc1 (configuration not stated)
  -1, 101
CCCCS(=O)(=O)C1CCS(=O)(=O)C1 (configuration not stated)
  0.4, 104
Cn1c(SCc2cc(=O)n3ccsc3n2)nnc1-c1ccco1
  -0.2, 102
CCN(CC)S(=O)(=O)c1ccc2c(c1)N(CC(=O)N(C)Cc1ccccc1)C(=O)CO2
  -1.9, 99
CCc1ccc(NC(=O)C2=CC=CN3CCS(=O)(=O)N=C23)cc1
  -0.3, 99
CCC1CCCCN1C(=O)Cn1c(=O)oc2cc(S(=O)(=O)N3CCCCC3)ccc21 (configuration not stated)
  0.4, 106
Cc1cc(Cl)ccc1NC(=O)CN1C(=O)C(=O)c2ccccc21
  0.8, 108
COCCCN1CN=C(NS(=O)(=O)c2ccc(NC(C)=O)cc2)NC1
  -0.7, 102
Cc1c(Cl)cccc1NC(=O)N1CC(C)Sc2ccccc21 (configuration not stated)
  -0.4, 100
O=C(ON1C(=O)c2cccc3cccc(c23)C1=O)c1ccco1
  0, 100
C/C(=N/NC(=O)Cc1cccs1)c1ccc(C)cc1
  -0.3, 101
O=C(CSc1ncccn1)N1N=C(c2ccc(Cl)cc2)CC1c1ccco1 (configuration not stated)
  -0.4, 100

# Ordered by molecular weight (lowest first): part of the list above
# Values run as follows: PV pol inh FP z-score, PV pol inh
Cc1cc(Cl)ccc1NC(=O)CN1C(=O)C(=O)c2ccccc21
  0.8, 108
Cn1c(SCc2cc(=O)n3ccsc3n2)nnc1-c1ccco1
  -0.2, 102
COCCCN1CN=C(NS(=O)(=O)c2ccc(NC(C)=O)cc2)NC1
  -0.7, 102
COc1ccc(C2C=C(c3ccccc3)Nc3nc(NS(=O)(=O)c4ccccc4)nn32)cc1 (configuration not stated)
  -1, 101

# New compounds follow:
# Values run as follows: PV pol inh FP z-score, PV pol inh
COc1ccc(NC(=O)c2sc(=S)[nH]c2N)cc1
  -0.1, 102
COC(=O)C1=CN(CCCN2CCCC2=O)C=C(C(=O)OC)C1c1ccccc1C(F)(F)F
  -0.5, 100
Cc1nc(SCC(=O)Nc2ccc(C(=O)O)cc2)n[nH]1
  0.2, 106
COC(=O)c1cc(=O)n(-c2cc(Cl)cc(Cl)c2)[nH]1
  1.2, 105
CSc1nc(C)cc(NC(N)=O)n1
  0, 101
CCNC(=O)CSc1nnc(-c2cccc(C)c2)n1-c1ccc(OCC)cc1
  0.1, 104
CCCN(Cc1nnc(-c2cccs2)o1)C(=O)C1COc2ccccc2O1 (configuration not stated)
  0, 100
Cc1ccc(NC(=O)Cn2c(=O)oc3cc(S(=O)(=O)N4CCCCCC4)ccc32)cc1F
  0.2, 103
N#C/C(C(=S)Nc1ccccc1)=C1/NN=C2CCCCCN21
  -0.3, 98
CN(C)c1ccc(C(O)c2nc3ccccc3n2Cc2ccccc2)cc1 (configuration not stated)
  0, 102
c1cc(CNCCN2CCOCC2)ccn1
  0.6, 109
Cc1n[nH]c(=O)c(N)c1-c1cc(-c2ccc(Cl)c(Cl)c2)n[nH]1
  0.7, 104
CC1CCC(=O)C(Sc2nc(C3CC3)cc(-c3cccs3)c2C#N)C1 (configuration not stated)
  -0.6, 97
CCCSc1nc(C)c(-c2csc(C(C#N)=C3CCCC3)n2)cc1C#N
  0.8, 105
Cc1ccccc1COc1ccc(-c2nn[nH]n2)cc1
  0.4, 108
O=C(Oc1ccc2c(c1)OCO2)C1COc2ccccc2O1 (configuration not stated)
  -0.9, 99
O=C(CSC1=NC(=O)C(c2ccccc2)C(=O)N1)Nc1ccc(Cl)cn1 (configuration not stated)
  -0.2, 100

# These rows are one share of the data; count on the stated rates, not on these rows.
